From PubChem BioAssay
CSM14.1 death rescue: rescue of cells from ER stress-induced death, primary screen, 384-well, CSM14.1, thapsigargin, ATP luminescence (AID 1222). CSM14.1 thapsigargin-induced death rescue, ATP luminescence; higher % means a stronger effect. cellular ATP content (survival), % at 20 µM; hits with a dose series show EC50 in µM. 190,000 tested, under 10 active;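 active means EC50 below 50 µM in the dose-response confirmation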;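 further: death triggered by thapsigargin at about 15 µM added after 2 h compound pretreatment; cell ATP read after overnight thapsigargin exposure of roughly 18 to 22 hours; normalized against plate controls of thapsigargin alone and 5% DMSO vehicle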
Dynein cargo inh: inhibitors of GR-EGFP nuclear translocation, primary screen, dynein cargo transport inhibitor project, imaging, high-content, 3617.4 mouse cells; test concentration mostly 20 µM; stimulated with dexamethasone, 1 µM; stronger effect = lower value; z-score, hits read low; actives 0.47% (n = 220,000);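 active means plate z-score of nuclear minus cytoplasmic receptor signal below a set negative limit, without overly bright fluorescence or cell loss, cut at about -3.5 in these data, passing the limit was not always enough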;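 further: z-score of nuclear minus cytoplasmic ring GR-EGFP intensity difference per well; some compounds called inactive have numbers as strong as hits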
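Schedule: 48 h induction, then 1 h compound, then 30 min agonist, 37 °C. Buffer or medium: tetracycline-free induction medium containing charcoal-stripped FBS. Reagent: 1.0 µM final dexamethasone stimulus. Evaluation: nuclear versus cytoplasmic GR-EGFP signal, averaged per well. Signal: high-content fluorescence imaging after fixation.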
b-catenin transl: modulators of beta-catenin nuclear translocation, primary screen, imaging, HeLa cells, immunofluorescence, high-content. nuclear translocation activity, % at 5 µM. actives 0.3% (n = 190,000);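 active means nuclear translocation activity above 50% at 5 µM, with a well cell count of 50 or more; inconclusive means wells under 50 cells across six images, flagged as toxic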;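 further: per-cell ratio of nuclear to cytoplasmic median beta-catenin stain intensity; plate controls were DMSO negative control for no effect and GSK-3 inhibitor IX positive control for full effect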
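Technique: fluorescence imaging of beta-catenin antibody stain plus DAPI / Material: human HeLa cell line / Incubation: compound treatment 24 h, 37°C, 5% CO2 / Read-out basis: % activation of per-cell nuclear versus cytoplasmic median beta-catenin signal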
Insulin prom up: insulin promoter activators in MIN6 cells, imaging, high-content screening, mouse beta cells | MIN6 insulin promoter-GFP reporter; stronger effect = higher value | z-score at 5 µM | actives 0.3% (n = 190,000) | AID 1625, 2009;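 active means z-score above 3 at 5 µM with at least 500 cells counted in the well; inconclusive means wells under 500 cells, flagged as cytotoxic or low count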
UTI89 phage lysis: inhibition of K1F phage lysis, E. coli UTI89, bacterial capsule biogenesis inhibitors, alamar blue (AID 488966). E. coli UTI89 K1F phage lysis, alamar blue, 2 h; higher % means a stronger effect. inhibition, % at 100 µM; hits with a dose series show IC50 in µM. actives 0.02% (n = 340,000);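 active means phage lysis inhibition, versus mean bacterial control, above a set limit; inconclusive means no clear call, values can overlap the other calls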;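 further: capsule biogenesis inhibitors block K1F phage lysis so surviving cells raise fluorescence; higher fluorescence means more inhibition of phage lysis; actives were called in the ten point dose series up to 300 µM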
M1AAP inhibition: P. falciparum M1AAP inhibitors, biochemical, fluorogenic H-Leu-NHMec substrate, 1536-well (AID 1445). actives 0.42% (n = 220,000). Aminopeptidase N (Plasmodium falciparum (isolate 3D7)). recombinant M1AAP, H-Leu-NHMec fluorogenic kinetic assay; higher % means a stronger effect. inhibition, % at 30 µM, or IC50 in µM where a hit was titrated;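 active means primary inhibition above the hit cutoff, then over 50% inhibition at one or more dose response concentrations, cut at about 23% in these data, passing the limit was not always enough; inconclusive means conflicting primary data, or primary hits not chosen for dose response; inactive means low primary inhibition, or under 50% at every dose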;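 further: plate controls were DMSO full reaction for no effect and no enzyme background for full effect; strong numbers were not always called active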
MT stabilizer: microtubule stabilizers in HeLa cells, primary screen, imaging, high-content imaging; actives 0.83% (n = 200,000); HeLa tubulin immunostaining HCS, 24 h; share of cells brighter than vehicle mean+2SD; % tubulin-high responders, % at 10 µM;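 active means plate Z-score above 3 for both tubulin-high and condensed-nucleus cell shares, with cell loss under 80%, at 10 µM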;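 further: anti alpha tubulin signal scored within the nucleus-defined area of each cell; some results filed as inactive read as strong as hits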
Autophagy HCS: autophagy modulators in MEF cells, primary screen, imaging, high-content, MEF GFP-LC3. AID 463193, 2010. calls only at 10 µM (by protocol). actives 0.98% (n = 190,000). MEF GFP-LC3 puncta imaging; test concentration mostly 10 µM;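 active means percentage of spot-positive cells more than 3 SD above its plate mean, without a fluorescence outlier flag or 80% toxicity; inconclusive means no clear call, values can overlap the other calls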;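 further: spot-positive cell cutoff set from DMSO-treated cells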
M17LAP inhibition: P. falciparum M17LAP inhibitors, primary screen, biochemical, fluorogenic H-Leu-NHMec substrate, 1536-well (AID 1619). Leucine aminopeptidase (Plasmodium falciparum (isolate 3D7)). recombinant M17LAP, H-Leu-NHMec fluorogenic kinetic assay; higher % means a stronger effect. one-dose inhibition, % at 30 µM; IC50 in µM for titrated hits. actives 0.38% (n = 220,000);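 active means compound inhibiting the enzyme by more than half at any dose during confirmatory dose-response retesting; inconclusive means strong single-dose inhibitors picked by rank but not retested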;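 further: plate controls were full reaction with DMSO carrier for no effect and no enzyme background for full effect; strong numbers were not always called active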
Dynein cargo inh cytoplasmic EGFP: recorded beside Dynein cargo inh, whose call it bears; z-score; measured here: cytoplasmic GR-EGFP intensity; stronger effect = higher value
Dynein cargo inh nuclear GR-EGFP: recorded beside Dynein cargo inh, whose call it bears; z-score; measured here: nuclear GR-EGFP intensity;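 lower value marks the stronger effect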
Dynein cargo inh cell count: also measured in Dynein cargo inh; calls as there; z-score; measured here: cell count per field
Insulin prom up cell count: further read-out of Insulin prom up, marked with its call; cell count; measured here: cytotoxicity, nuclei count;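 total cells summed across four imaged fields per well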
b-catenin transl cell count 5 µM: further read-out of b-catenin transl, marked with its call; cell count; measured here: cell count, cytotoxicity flag
MT stabilizer Hoechst-high %: second read-out of MT stabilizer, no call of its own (marks repeat the call); % Hoechst-high responders; measured here: nuclear condensation Hoechst responders;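 share of cells brighter than vehicle mean plus two SD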
MT stabilizer cytotoxicity %: further read-out of MT stabilizer, marked with its call; toxicity, %; measured here: cytotoxicity by cell density;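 0% = mean cell density of plate MIN control wells and 100% = no cells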
Autophagy HCS cell loss 18 h: recorded beside Autophagy HCS, whose call it bears; toxicity, %; measured here: cell loss, nuclei count;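 cell loss after 18 h compound exposure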
Starred values were filed as active, the others as inactive; i = inactive; u = inconclusive; x = no result given; & = joins results of further samples; [ ] = dose if it differs, or a comment.

molecule,CSM14.1 death rescue,Dynein cargo inh,Dynein cargo inh cytoplasmic EGFP,Dynein cargo inh nuclear GR-EGFP,Dynein cargo inh cell count,b-catenin transl,b-catenin transl cell count 5 µM,Insulin prom up,Insulin prom up cell count,UTI89 phage lysis,M1AAP inhibition,MT stabilizer,MT stabilizer Hoechst-high %,MT stabilizer cytotoxicity %,Autophagy HCS,Autophagy HCS cell loss 18 h,M17LAP inhibition
Fc1cccc2sc(N3CCCCC3)nc12,0.5%,-0.6,-0.34,-0.38,1.8,-1.2,1050,0.81,1829,0.0%,-2%,2.5,2.0,15,i,13,-2%
O=C(NCCCN1CCOCC1)c1cccnc1SCc1ccccc1Cl,-0.6%,-0.63,-0.24,-0.25,0.29,1.4,1108,0.14,1125,-0.3%,8%,2.2,2.3,3.7,i,0,-11%
Cc1ccc(NCc2nnc(SCC(=O)O)n2-c2ccc(C)cc2)cc1,0.2%,0.22,-0.18,0.086,-0.53,0.4,1583,-1.1,1483,1.3%,5%,1.4,1.3,2.1,i,-8,10%
CCCCCn1c(=O)c(-c2nc3ccccc3c(=O)[nH]2)c(O)c2ccccc21,-2.9%,0.41,-0.23,0.25,0.86,0.9,999,0.05,1946,x,-5%,3.6,2.1,3.6,i,-3,3%
COC(=O)c1cc(Cl)c(NC(=O)Cc2ccccc2)cc1OC,0.5%,0.57,-0.0057,0.83,-1.3,-0.1,1500,0.29,1462,-0.1%,2%,3.0,1.4,3.1,i,-27,0%
O=C(C1COc2ccccc2O1)N1CCN(c2ccccc2Cl)CC1 (stereo unspecified),-0.8%,-1.2,-0.21,-0.49,0.28,-1.3,1070,-0.25,1384,1.5%,-3%,1.3,2.4,3.3,i,3,-2%
COc1ccc(CN(C(=O)c2ccc(-c3ccccc3)[nH]2)C(C(=O)NCC2CCCO2)c2ccc(C)o2)cc1 (stereo unspecified),1.2%,-0.42,0.55,-0.13,0.23,0.3,1328,0.25,1486,0.2%,5%,1.5,1.5,7.0,i,19,-3%
COc1ccc2[nH]c(C(=O)NCc3ccc4c(c3)OCO4)cc2c1,x,-0.82,-0.15,0.01,0.45,0.4,1328,0.35,1124,x,2%,x,x,x,x,x,10%
COc1ccc(S(=O)(=O)N(C)CC(=O)N2CCCCC2)cc1Cl,-1.2%,1.2,-0.28,0.74,0.83,-1.9,1056,-0.57,1256,0.1%,2%,3.2,1.3,7.5,i,-2,3%
CC1CN(CCCCOc2cccc(Oc3ccccc3)c2)CC(C)O1 (stereo unspecified),-1.0%,0.4,-0.2,0.9,-1.1,5.9,825,0.66,1571,5.9%,6%,5.4,3.5,7.9,i,-5,1%
Cc1cc(C(=O)Nc2ccon2)cs1,-1.1%,0.71,-0.24,0.013,-1.1,1.2,848,-0.53,1208,2.8%,-7%,3.8,1.8,4.7,i,-3,3%
CN1CCN(C(=O)c2cccc(S(=O)(=O)N3CCCCC3)c2)CC1,0.4%,-0.34,-0.21,-0.0093,0.64,1.1,1130,-0.69,1274,1.1%[50 µM],3%,2.1,0.9,4.7,i,43,-1%
CC1CN=C(NC2CCCCC2C)S1 (stereo unspecified),0.4%,0.56,-0.32,0.28,-0.88,1.9,909,-0.26,1076,0.5%,2%,2.6,1.7,5.7,i,7,0%
Cc1cc(S(=O)(=O)N2CCCOC2CNC(=O)C(=O)NCc2ccco2)ccc1F (stereo unspecified),x,0.037,-0.34,-0.064,0.19,1.0,1008,0.88,1123,0.3%,-1%,4.4,1.9,11,i,2,2%
N/C(=N\OC(=O)Cc1ccccc1)c1cccc(Br)c1,2.0%,-0.044,-0.22,0.19,-0.29,-4.5,1129,0.44,1510,0.3%,0%,4.8,1.5,4.6,i,18,2%
O=C(O)CCCCCNC(=O)C(=O)C1C(=O)Nc2ccccc21 (stereo unspecified),x,0.4,-0.25,0.11,-0.22,0.8,1268,0.36,1058,0.2%,5%,x,x,x,x,x,19%
CC(CCc1ccccc1)NC(=O)/C=C/c1ccc(F)cc1 (stereo unspecified),-1.7%,0.89,0.032,0.62,-0.25,-1.3,1122,x,x,x,2%,2.8,1.9,14,i,16,-2%
CC(=O)Nc1ccc(Nc2nc(-c3ccccc3)nc3ccccc23)cc1,-6.4%,-0.055,-0.28,-0.05,0.048,0.1,1099,-0.41,1042,-0.3%,17%,4.0,1.7,6.4,i,-26,-7%
CCc1nc(NCCc2ccccn2)c2nnn(Cc3ccccc3F)c2n1,3.7%,2.3,-0.22,1.2,-0.32,-0.8,896,-1.3,1207,-0.1%,4%,2.2,1.3,6.6,i,0,-7%
O=C(COC(=O)CCCN=C1NS(=O)(=O)c2ccccc21)NC(=O)NC1CCCC1,1.2%,-0.15,-0.26,-0.035,0.71,-1.6,580,x,x,0.4%,4%,1.5,0.9,4.1,i,8,-3%
OCC1(CO)COC2(CCCC2)N1,-4.9%,-0.64&0.018,-0.18&-0.68,-0.4&0.21,0.42&-0.92,-2.6&-1.7,1129&1391,0.31&0.7,1386&996,-0.1%,-10%&5%,0.8,1.2,4.6,i,3,0%&12%
Cc1cc2ccccc2c(=O)n1CC(=O)NCC(=O)N(C)C1CCCCC1,-1.0%,-0.073,1.4,0.4,0.61,-4.6,972,x,x,-0.3%,9%,1.6,1.3,9.8,i,-6,0%
CN(Cc1nc(-c2cnccn2)no1)CC1CCN(Cc2ccccc2)CC1,-0.3%,1.2,-0.11,0.8,-1.2,0.2,1552,0.38,1487,0.1%,1%,1.8,2.0,11,i,-6,-4%
COc1ccccc1C(=O)NC(=Nc1nc2ccccc2o1)NC(=O)c1ccccc1OC,x,-0.012,-0.19,-0.028,0.25,-0.8,1026,-6.4,592,-0.1%&0.0%,8%,2.1,1.7,8.8,i,9,-9%
Cc1ccc(S(=O)(=O)Nc2ccc3nc(N)sc3c2)cc1,1.7%,1.2,-0.17,1.4,-1.2,-3.0,914,u,x,0.0%,13%,4.8,2.7,11,i,2,0%
COCCSc1nnc(NS(=O)(=O)c2ccc(C)cc2)s1,1.2%,0.072,-0.24,0.31,-0.8,-0.5,1541,0.53,1431,-1.2%,-2%,3.0,2.2,8.6,i,-3,-9%
COC(=O)c1ccc(COc2ccccc2/C=C(\C#N)C(=O)NC(C)C)cc1,-3.3%,1.4,-0.043,0.66,-0.81,2.3,1042,0.99,1513,0.5%[50 µM],-3%,2.6,3.6,7.1,i,2,-3%
COc1ccc(CSc2nnc(SCc3ccc([N+](=O)[O-])cc3)s2)cc1,-0.8%,-0.12,0.22,-0.084,0.093,1.2,1384,0.04,1455,1.9%,3%,1.4,2.1,8.6,i,-4,-1%
Cc1nc2c(C(=O)NCCC(C)C)c[nH]n2c(=O)c1Cl,-4.6%,-0.81,-0.28,0.32,0.83,-0.3,580,0.04,1201,2.4%[50 µM],6%,2.3,1.9,4.0,i,-15,14%
COc1ccc(C(=O)CSc2ccccc2C(=O)O)cc1,x,1,-0.052,0.58,-0.92,3.8,1101,-0.74,1313,-0.1%,-3%,3.2,0.6,1.1,i,-35,-3%
CCOC(=O)C1CCCN(C(=O)c2ccccc2SCCOC)C1 (stereo unspecified),0.3%,0.29,-0.22,0.17,0.34,-0.2,1184,1.3,1130,-0.1%,-6%,3.1,2.1,0.7,i,-2,-7%
CN(C)CCNC(=O)Nc1cccc(Cl)c1Cl,5.6%,x,x,x,x,0.2,1164,0.17,1237,0.1%,7%,0.5,1.4,11,i,1,-4%
COc1ccc(Cl)cc1N(C)C(=O)CCc1nc(-c2ccc(C)cc2)no1,1.1%,0.25,-0.21,0.093,-0.5,-1.1,767,-0.29,1030,-0.1%,7%,4.1,2.8,7.4,i,33,-1%
CCCCc1cc2c(cn1)=C(OC(=O)c1cnc3ccccc3n1)C(C)(OC(=O)CC)C(=O)C=2 (stereo unspecified),x,0.32,-0.78,0.17,-0.18,-1.1,1204,-0.4,1092,x,2%,x,x,x,x,x,16%
Cc1ccc(C(=O)C2CCN(CC(=O)NC3CCCCC3)CC2)cc1,-1.0%,-1.1,-0.28,-0.32,-0.057,2.2,1113,0.32,1226,11%,4%,4.9,3.1,5.1,i,12,1%
O=C(Nc1cccc(Cl)c1)c1cc(S(=O)(=O)NCCc2ccc(Cl)cc2)ccc1F,-3.1%,1.2,-0.19,0.43,-0.58,-0.1,1115,0.06,1454,-3.9%,8%,1.4,3.7,13,i,6,18%
